Screens deposited in PubChem BioAssay by National Center for Advancing Translational Sciences (NCATS).
BRCA1 expr up – qHTS Assay to Identify Small Molecule Activators of BRCA1 Expression; 1.1% of 380,000 active; Potency, µM (series often up to 46.1 µM), for the others: top-dose activation, hits mostly activators; MCF7-BRCA1-FFLuc reporter, luminescence, 48 h; response scale: scaled: vehicle 0%, 10 µM genistein 100%; AID 624202, 2012; further: potency means the concentration at half of the fitted maximal effect; nearly all actives have a fitted effect of over 80% in size; some results filed as inactive show a strong effect at the top dose
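48 h compound treatment of MCF7-BRCA1-FFLuc cells (phenol-red free MEM, 37 °C), then 15 min with luciferase substrate and luminescence imaging.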
AT treatment – qHTS Assay for Identifying a Potential Treatment of Ataxia-Telangiectasia; AID 485349, 2010; […] A-T fibroblasts, KAP-1 phosphorylation AlphaLISA; neocarzinostatin DNA damage 30 min before lysis; 0.19% of 320,000 active; Potency, µM (top dose mostly 57.5 µM), without a hit: top-dose activation, actives largely listed as activators; further: potency means the concentration at half of the fitted maximal effect; % of control where 0% means no effect; nearly all actives have a fitted effect of over 45% in size
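ATM-like activity read as KAP-1 phosphorylation via AlphaLISA donor/acceptor antibody pairs after lysis and 6 hr at 25C. Cells were ATM-null patient fibroblasts ([…], hTERT), dosed 60 min, then exposed to the DSB inducer NCS for 30 min.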
CXXC DNA block – qHTS Fluorescence Polarization Assay for Inhibitors of MLL CXXC domain - DNA interaction. Potency, µM (doses to about 115 µM), for the others: top-dose activity change, negative = inhibition, actives largely listed as inhibitors. MLL-CXXC / FITC-HOXA9 DNA fluorescence polarization. 0.037% of 290,000 active. AID 2662, 2010. Histone-lysine N-methyltransferase 2A (Homo sapiens), Q03164; active means well fitted inhibition curve with a large enough effect in the polarisation, with a control signal flat, not every such curve was filed as active; inconclusive means small, poorly fitted or top-dose-only effect, or effect the other way, or a change in a side signal; inactive means no such curve, though single readings can be large or run the other way; the % refers to the polarisation; further: potency means the concentration at half of the fitted maximal effect
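Fluorescence polarization: 7 uM MLL-CXXC (stock) preincubated 5 min with compounds, then 50 nM fluorescein-HOX-A9 DNA (stock) added; 30 min ambient. Buffer 50 mM Tris-HCl pH 7.5, 50 mM NaCl, 1 mM DTT, 0.05% BSA.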
Integrin act MD – qHTS for Activators of Integrin-Mediated Alleviation for Muscular Dystrophy; Potency, µM (top dose mostly 38.3 µM), for inactives: at the highest dose activation, actives largely listed as activators; 0.064% of 350,000 active; alpha7betagal myoblasts, beta-gal FDG fluorescence, 48 h;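 further: potency means the concentration at half of the fitted maximal effect; 100% = response of the positive control SU9516; nearly all actives have a fitted effect of over 60% in size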
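Alpha7betagal+/- myoblasts (passage 13) were plated 16-24 hr, then exposed to compounds (1:260 dilution of DMSO stock) for 48 hours at 37C. After MPER lysis, β-galactosidase reporter activity was read as FDG fluorescence (ex 480/em 540) after 30 minutes.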
TCR act – Activators of T cell receptors: qHTS campaign; 330,000 tested, under 10 active; Potency, µM (series often up to 9.22 µM), inactives show at the top dose activation of IL-2 secretion, most hits filed as activators; primary human leukocytes, anti-CD3, IL-2 HTRF, 48 h; further: % of control where 0% means no effect
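Primary human leukocytes incubated 48 hr with anti-CD3 beads plus compound, without co-stimulation. Secreted IL-2 measured by HTRF (europium cryptate/d2 anti-IL-2 pair, 320 nm excitation, 665 nm emission).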
TRPV1 ag – HTS Assay for Compounds that Act as Agonists of the Vanilloid Receptor 1; AID 540275, 2011; TRPV1-expressing cells, Fluo-8 calcium influx, agonist mode; activation, % at 8.33 µM; 0.19% of 320,000 active; in the data active means activation above about 80%; inconclusive means between about 30% and that limit; further: 0% is about no effect
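TRPV1-expressing cells were cultured overnight at 35.5C and loaded with Fluo-8 calcium dye for 40 to 90 min at room temperature. After a 10 s baseline, compound was added and calcium influx was read kinetically for 3 min (ex 480/em 520 nm).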
B2AR arrestin – qHTS assay of beta-arrestin-biased ligands of beta2-adrenergic receptor; Beta-2 adrenergic receptor (Homo sapiens), P07550; beta-arrestin recruitment to beta2AR, cell-based reporter; Potency, µM (titrated, usually from 46.1 µM), inactives show at the highest dose activation, most hits filed as activators; 0.02% of 330,000 active;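 further: potency means the concentration at half of the fitted maximal effect; 0% = DMSO controls and full agonism = EC100 isoproterenol or metaproterenol; nearly all actives have a fitted effect of over 65% in size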
p53 reactivation – qHTS assay for re-activators of p53 using a Luc reporter; H1299 p53-A138V BP100-luciferase reporter, luminescence, 24 h; Potency, µM (top dose mostly 92.2 µM), without a hit: top-dose activity change, positive = activation, usual class: activators; 0.063% of 320,000 active; AID 504706, 2011; further: potency means the concentration at half of the fitted maximal effect; % of control where 0% means no effect; nearly all actives have a fitted effect of over 45% in size
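H1299 (p53-null), stable ts p53-A138V + BP100-Luc; 1000 cells/well, Opti-MEM/10% FBS; cpd 4 pt, 1:5; 24 h, 37 deg C, 5% CO2; detection reagent 10 min RT; luminescence.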
ELG1 DNA repair – qHTS screen for small molecules that inhibit ELG1-dependent DNA repair in human embryonic kidney (HEK293T) cells expressing luciferase-tagged ELG1 | HEK293T ELG1-luciferase reporter, luminescence, 16 h; DNA damage induced by 5-fluorouridine | AID 504467, 2011 | Potency, µM (series often up to 46.1 µM), without a hit: top-dose activity change, negative = inhibition, usual class: inhibitors | 2.3% of 330,000 active; further: potency means the concentration at half of the fitted maximal effect; on the % scale 0 is the no-effect control and ±100 the full control effect; nearly all actives have a fitted effect of over 55% in size
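5-Fluorouridine DNA damage + compound/DMSO, 2,000 cells/well, 16 h, 37 °C/5% CO2. ONE-Glo, 30 min RT, luminescence. Readout = decrease in reporter signal.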
PTAP TSG101 blk – qHTS Assay for Iinhibitors of HIV-1 Budding by Blocking the Interaction of PTAP/TSG101; Tumor susceptibility gene 101 protein (Homo sapiens), Q99816; Fluorescence polarization, FITC-PTAP peptide / Tsg101 binding; Potency, µM (titrated, usually from 115 µM), for inactives: top-dose activity change, negative = inhibition, usual class: inhibitors; 340,000 tested, under 10 active; AID 493005, 2010; active means well fitted inhibition curve with a large enough effect in the main read-out, with a control signal flat, not every such curve was filed as active; inconclusive means small, poorly fitted or top-dose-only effect, or effect the other way, or a change in a side signal; inactive means no such curve, though single readings can be large or run the other way; further: potency means the concentration at half of the fitted maximal effect; % of control where 0% means no effect
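Fluorescence polarization binding of Tsg101 binding domain (10 uM final) to FITC-labeled PTAP peptide (50 nM final) in HEPES pH 7.5 buffer with NaCl, Tween 20, EDTA, TCEP. Compounds added before peptide; binding 20 min at RT.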
* marks the source's active call; other numbers are inactive results; ? = inconclusive; · = not tested or not shown; [ ] = another dose, or the depositor's remark. Unless noted, the call rests on the fitted dose curve; in most records, active means well fitted curve in the direction sought with a large enough effect; inconclusive means small, poorly fitted or top-dose-only effect, or another doubt; inactive means no such curve, though single readings can be large; an effect the other way counts as inactive or inconclusive.

smiles | BRCA1 expr up | AT treatment | CXXC DNA block | Integrin act MD | TCR act | TRPV1 ag | B2AR arrestin | p53 reactivation | ELG1 DNA repair | PTAP TSG101 blk
CC(=O)c1c(C)[nH]c(C(=O)OC2CCCCC2=O)c1C (centres undefined) | -5% | -8% | -9% | 17% | 3% | -3 | -0.5% | 30% | ? | -1%
CCOc1ccc(CCNC(=O)C(CC)n2nc(C)n3c(cc4sccc43)c2=O)cc1OCC (centres undefined) | 0% | 6% | 0% | 11% | -6% | 10 | 0.1% | -1% | ? | -5%
COc1ccc(-c2ccc(CCC(=O)O)n2NC(N)=O)cc1 | 8% | 7% | 1% | ? | -5% | 6 | -0.2% | 3% | 3% | -4%
C=CCn1c(SCC(=O)NC2CCCCC2)nnc1C1CCCCC1 | -25% | -1% | 0% | 11% | -1% | 2 | 0.0% | -7% | 19% | -2%
CC(C)Cc1cc(C(=O)Nc2cc(Br)ccc2O)no1 | ? | 5% | -1% | 1% | 5% | 2 | -0.4% | 10% | ? | -4%
COc1cc(=O)[nH]c(SC(C)C(=O)Nc2cc(C)on2)n1 (centres undefined) | -5% | 0% | 3% | 0% | 6% | 1 | -0.1% | 5% | 17% | 0%
O=C(CSc1nnc(C2CC2)n1-c1ccccc1)NCc1ccco1 | -5% | · | 6% | 6% | -17% | -5 | 0.3% | -1% | 1% | -9%
CN1CCN(CC(O)c2ccccc2)CC1 (centres undefined) | · | -2% | -2% | · | · | · | 0.0% | -5% | -1% | ·
COc1ccc([N+](=O)[O-])cc1NC(=O)CCN1CCN(C)CC1 | -1% | 3% | 2% | 12% | -4% | 4 | -1.5% | -1% | -5% | -4%
O=C(NCC1CCCO1)c1ccc(CS(=O)(=O)c2ccc(Br)cc2)o1 (centres undefined) | 0% | 9% | 0% | 25% | -3% | -1 | ? | 0% | 1% | -1%
CCC(C(=O)NC1CCCC1)n1c2ccccc2c2nc(=O)cc(C)n21 (centres undefined) | 9% | · | · | 3% | 1% | · | · | · | · | 13%
CCn1c(=O)c2cc(C(=O)Nc3cc(C)on3)sc2c2ccccc21 | -4% | 10% | 10% | 17% | 3% | -5 | 0.0% | 2% | 24% | -3%
CC(CNC(=O)c1cc(COc2c(F)cccc2F)on1)Oc1cccnc1 (centres undefined) | -1% | 4% | -7% | -3% | 7% | 4 | 0.2% | -9% | -1% | -6%
Cc1ccc(C(NC(=O)C2CCCCC2)c2c(O)ccc3ccccc23)cc1 (centres undefined) | -71% | -3% | 8% | -20% | 16% | 3 | 0.5% | 11% | -27% | -2%
CCCCc1ccc(S(=O)(=O)N2CCN(C(=O)c3ccco3)CC2)cc1 | -25% | 4% | 1% | 12% | -2%[46.1 µM] | 15 | -0.3% | 0% | -3% | 0%
CCc1ccn2cc(-c3ccc4c(c3)OCO4)nc2c1 | ? | 2% | -7% | -21% | -2% | 0 | -0.9% | -11% | ? | -2%
COc1ccc(-c2csc3ncnc(Oc4cccc5ccc(C)nc45)c23)cc1 | -52% | -3% | 10% | -2% | -2%[46.1 µM] | 15 | -0.2% | -27% | ? | 3%
CC1Cc2nc(SCC(=O)N3CCOCC3)n(C)c(=O)c2S1 (centres undefined) | 0% | 1% | 1% | 2% | -8% | -1 | 0.3% | 7% | 19% | -7%
CCN(CC)S(=O)(=O)c1ccc(Cl)c(C(=O)OCC(=O)c2c(N)n(C)c(=O)n(C)c2=O)c1 | -49% | -1% | 126%[activator] | 3% | 1% | 3 | 0.0% | -2% | ? | -4%
O=C1CN(C(=O)COC(=O)C2CCN(S(=O)(=O)c3ccccc3C(F)(F)F)CC2)c2ccccc2N1 | 0% | 11% | 0% | -20% | -1% | -3 | 0.3% | 4% | -21% | 3%
Nc1nc(F)nc2c1ncn2[C@@H]1O[C@H](CO)[C@@H](O)[C@H]1O | -67% | · | 12% | · | 2% | · | · | · | · | 1%
Cc1ccc(C)c(NC(=O)NNC(=O)c2ccc3ccccc3c2O)c1 | -2% | -31% | 5% | 37% | 3% | -6 | 0.4% | 2% | 11% | 0%
Cc1ccc(NC(=O)Cn2cnc3cc([N+](=O)[O-])ccc3c2=O)c(Cl)c1 | -1% | 10% | -4% | -15% | 1% | 2 | -0.4% | -1% | -18% | 0%
C[C@H](NC(=O)c1nc[nH]c1C(=O)N[C@@H](CCCCNC(=O)OC(C)(C)C)C(=O)OC(C)(C)C)C(=O)OC(C)(C)C | -32% | 13% | -12% | -25% | 2% | ? | 0.3% | -4% | ? | ·
CCN(CC)c1ccc(/C=N/NC(=O)c2ccco2)c(O)c1 | -16% | 1% | -2% | -3% | 1% | ? | 0.3% | ? | ? | 3%
CCCOc1ccccc1C(=O)NC(CO)C(=O)O (centres undefined) | -24% | 1% | -1% | 9% | -13% | 4 | -0.2% | 3% | 3% | -2%
COc1cccc(N=C2SC(C(=O)Nc3ccccc3F)CC(=O)N2C)c1 (centres undefined) | 0% | -2% | -2% | 25% | 2% | ? | -0.2% | 0% | 15% | 0%
CC(=O)N(CN1C(=O)c2ccc([N+](=O)[O-])cc2C1=O)c1ccc(F)cc1 | 3% | -2% | -8% | 26% | 2% | -4 | 0.1% | -3% | ? | -4%
CC(C)N1CCN(S(=O)(=O)c2ccc3ccccc3c2)CC1 | -10% | 7% | -9% | 37% | · | 7 | -0.7% | 4% | -16% | -3%
Cn1cc(C(CC(=O)O)C(=O)O)c2ccccc21 (centres undefined) | 7% | -2% | -5% | -4% | 2% | -5 | -0.1% | -1% | -1% | 1%
Cc1ccc(-c2noc(CCC(=O)NCCCN3CCN(c4ccc(F)cc4)CC3)n2)cc1 | -30% | 9% | -1% | -43%[inhibitor] | 9% | 3 | -0.2% | -2% | ? | -5%
COc1ccc(C)cc1S(=O)(=O)N1CCCCCC1 | 2% | 2% | 1% | -1% | -4% | 6 | -0.7% | 3% | -4% | -8%
CC(=O)Nc1ccc(NC(=O)CSc2nnc(-c3cccs3)n2N)cc1 | -2% | -11% | · | -5% | -1% | 2 | ? | -4% | 19% | -2%
CC(NC(=O)C1=CC=CN2CCS(=O)(=O)N=C12)c1ccc(Cl)cc1Cl (centres undefined) | -4% | 3% | · | -4% | 5% | -2 | -0.1% | -6% | -3% | -6%
COc1cccc(-c2nc(CS(=O)(=O)CC(=O)NCc3ccccc3)c(C)o2)c1 | -8% | 1% | -2% | -8% | -3%[46.1 µM] | 25 | -0.4% | -5% | -17% | 1%
Nc1ccc(C(=O)Nc2ccc(NC(=O)c3ccco3)c(O)c2)cc1 | 46% | -11% | 11% | 20% | 8% | 5 | -0.8% | 2% | -4% | -4%
